BAP1 inh: inhibitors of human BAP1 deubiquitinase; activity remaining (% of control), % at 20 µM; AID 436; 72,000 compounds, 0.48% hits; recombinant BAP1, Ub-AMC hydrolysis fluorescence kinetic; stronger effect = lower value; Q92560;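 active means activity remaining at or below 50% of control, provided the compound also passes the data quality filters; inactive means the rest, including low values that fail the filters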;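 further: 100% = DMSO wells rate and 0% = substrate alone blank rate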
Target sequence (Q92560 whole entry, looked up): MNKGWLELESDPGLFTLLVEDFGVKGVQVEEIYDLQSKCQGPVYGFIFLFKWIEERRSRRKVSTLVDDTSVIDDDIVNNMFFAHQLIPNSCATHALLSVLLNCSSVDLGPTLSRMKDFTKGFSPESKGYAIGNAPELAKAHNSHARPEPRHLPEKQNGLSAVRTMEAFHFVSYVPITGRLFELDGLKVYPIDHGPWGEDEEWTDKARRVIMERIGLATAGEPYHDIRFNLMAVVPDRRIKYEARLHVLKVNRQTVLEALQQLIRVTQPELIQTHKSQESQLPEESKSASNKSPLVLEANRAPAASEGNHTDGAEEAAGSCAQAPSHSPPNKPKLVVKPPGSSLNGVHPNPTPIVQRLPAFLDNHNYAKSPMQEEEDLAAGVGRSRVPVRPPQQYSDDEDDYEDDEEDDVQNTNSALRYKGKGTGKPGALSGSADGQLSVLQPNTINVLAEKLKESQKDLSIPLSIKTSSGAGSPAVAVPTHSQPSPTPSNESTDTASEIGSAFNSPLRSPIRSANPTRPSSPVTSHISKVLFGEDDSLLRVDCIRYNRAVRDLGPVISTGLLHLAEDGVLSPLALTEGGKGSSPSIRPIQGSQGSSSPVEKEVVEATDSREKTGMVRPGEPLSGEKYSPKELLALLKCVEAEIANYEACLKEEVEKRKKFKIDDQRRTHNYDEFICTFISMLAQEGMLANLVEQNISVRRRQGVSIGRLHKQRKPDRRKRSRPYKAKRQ
HePTP inhibitor: blocks human HePTP tyrosine phosphatase | P35236 | recombinant HePTP phosphatase activity, OD absorbance | inhibition, % at 20 µM | 110,000 compounds, 0.64% hits; in the data active means inhibition above about 50%;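 further: plate controls were vehicle for no effect and reference inhibitor for full effect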
* hit, by the source's call; i = inactive; · = no result given; & = joins results of further samples.

canonical_smiles,BAP1 inh,HePTP inhibitor
CC(C)(C)c1ccc(-c2nc(-c3ccncc3)no2)cc1,·,9.9
CCN(CC)S(=O)(=O)c1ccc(NS(=O)(=O)c2cccc(C)c2)cc1,103.7,6.0
Cc1cccn2c(=O)c3cc(C#N)c(=O)n(CCCN4CCOCC4)c3nc12,·,12.8
COC(=O)C1=C(C)OC(N)=C(C#N)C1c1cc(OC)c(OCC(N)=O)cc1Cl (configuration not stated),113.0,4.1
O=C1NC(=Nc2ccccc2)S/C1=C/c1ccsc1,·,30.5
COCCCN1C(=O)c2ccc3c4c(ccc(c24)C1=O)CC3,·,1.0
CC1CCN(C(=O)c2ccc(Br)cc2)CC1,·,-18.4
Cc1ccc(OCC(=O)N2CCc3ccccc3C2)cc1,·,8.8
CCOC(=O)C1=C(C)N=c2s/c(=C\c3ccc(-c4cccc(C(=O)O)c4)o3)c(=O)n2C1c1ccc(OC)c(OC)c1 (configuration not stated),·,-5.4
Nc1nc(-c2ccco2)c(-c2ccco2)s1,71.9,6.0
CCOc1ccccc1NS(=O)(=O)c1cc(Cl)ccc1Cl,·,-5.5
Cc1ccc(C)c(N(CC(=O)NCc2ccc3c(c2)OCO3)C(=O)CCC(=O)Nc2ccccn2)c1,95.0,-2.9
O=C(CN1CCN(CC(=O)Nc2ccccn2)CC1)Nc1ccccn1,93.5,4.4
Cc1ccc(C(=O)O)cc1NC(=O)CN1C(=O)c2ccccc2C1=O,·,-6.6
Cc1onc(-c2c(F)cccc2Cl)c1C(=O)NCc1ccc(Cl)cc1,·,-6.8
Cc1cc(NC(=O)C2CCCCC2)nc2c1c(=O)oc1ccccc12,66.6,5.1
COc1ccc(NC(=O)CSc2nnc(-c3cccs3)n2C)cc1OC,83.5,3.1
C#CCSc1nc2sc3c(c2c(=O)n1CC=C)CCCC3,·,12.0
COC(=O)c1ccc2nc(C(F)(F)F)[nH]c2c1,117.3,8.5
O=C(O)COc1ccc2c(c1)C(=O)c1cc(OCC(=O)O)ccc1-2,101.4,·
COc1cc([N+](=O)[O-])ccc1NC(=O)c1cc(Cl)ccc1Cl,·,7.3
CC(C)c1ccc(CNc2cc(N3CCN(S(C)(=O)=O)CC3)ccc2[N+](=O)[O-])cc1,·,-5.9
Cn1cnnc1SCC(=O)N1CCCc2ccccc21,·,1.3
COc1cc(/C=c2\sc3nc4ccccc4n3c2=O)cc(I)c1OCCOc1cccc(C)c1,·,-2.5
Cc1cc(N2C(=O)C(=O)/C(=C(/O)c3ccc(F)cc3)C2c2cccc(Br)c2)no1 (configuration not stated),77.2,8.7
CC1=C(C(=O)Nc2ccc(C)cc2)C(c2cccc(Cl)c2)NC(=O)N1 (configuration not stated),88.7,·
O=S(=O)(Nc1ncnc2c1oc1ccccc12)c1ccc(Cl)s1,106.2,-2.2
O=C1c2ccccc2C(=O)N1CCCCSc1nnc2ccccn12,92.3,-10.7
COc1nc2nonc2nc1Nc1ccc(C)cc1,·,9.8
O=C(Cn1cc2c(n1)CCCC2)N1CCOCC1,99.9,-4.5
O=C(Oc1ccc(-c2nc3ccccc3[nH]2)cc1)c1ccc(Cl)cc1,·,6.3
COc1nccnc1NS(=O)(=O)c1ccc(N=Cc2c(C)[nH]n(-c3ccc(C)c(C)c3)c2=O)cc1,·,6.3
COc1ccc(-c2nc3cc(NC(=O)c4cccnc4)ccc3o2)cc1,110.2,·
O=C(Nc1ccccc1C(F)(F)F)C12CC3CC(CC(C3)C1)C2,·,2.2
CON(C)c1nc(OCCNC(=O)COc2ccc(Cl)cc2C)nc(N(C)C)n1,91.7,2.7&13.1
Cc1ccc(-c2noc(C3CCCN(C(=O)c4c(F)cccc4F)C3)n2)cc1 (configuration not stated),71.5,-0.9
O=C1C(=O)c2ccccc2C(O)=C1c1ccc([N+](=O)[O-])cc1,·,1.5
Cc1cccc(C2(c3cccc(C)c3)CC2C(=O)NC(C)C)c1 (configuration not stated),·,-17.0
Cc1ccc(-c2cc(NC(=O)c3ccc(F)cc3)n[nH]2)cc1,·,0.0
OCCN1CN=C(Nc2nc3ccccc3s2)NC1,97.2,4.1
CC1CCCN(S(=O)(=O)c2cccc(-c3cn4cccnc4n3)c2)C1 (configuration not stated),i,6.0
O=C(NC1CCCCCC1)c1ccc([N+](=O)[O-])o1,·,3.6
O=C(O)c1cccc(Nc2ncnc3ccccc23)c1,99.4,5.7
CC(=O)C1=C(O)C(=O)N(CCc2c[nH]c3ccccc23)C1c1cccc(O)c1 (configuration not stated),96.7,2.6
CC(c1nnc(Sc2nnnn2-c2ccccc2)n1-c1ccc(F)cc1)N(C)C (configuration not stated),106.8,6.0
CC(O)c1nc2ccccc2n1C/C=C/c1ccccc1 (configuration not stated),64.2,8.6
Cc1sc2ncnc(OCC(=O)N3CCN(S(=O)(=O)c4ccccc4)CC3)c2c1C,90.8,4.6
O=C(C1=C(O)C(=O)N(CCN2CCOCC2)C1c1cccs1)c1cc2ccccc2o1 (configuration not stated),·,-5.6
COCCNC(=O)C(c1ccncc1)N(C(=O)Cn1nnc2ccccc21)c1ccc(OC)cc1 (configuration not stated),118.0,11.2
O=c1oc(-c2cccs2)nc2sc3c(c12)CCCCC3,108.4,5.1&-3.7
Fc1ccccc1N1CCN(C2CCN(Cc3c[nH]c4ccccc34)CC2)CC1,109.8,8.1
CC(=O)NC(CCS(C)(=O)=O)C(=O)Nc1cccc(Cl)c1Cl (configuration not stated),95.8,-6.2
COc1ccc(-c2nc(C(N)=O)c3[nH]c(=O)n(-c4cccc(C)c4)c3n2)c(OC)c1,86.7,-2.1
Cc1sc(NC(=O)C(Cc2ccccc2)Cc2ccccc2)c(C#N)c1C,89.1,·
C=CCNc1nc(-c2ccccc2)nc(-n2ccnc2)n1,93.1,9.9
O=C(Cn1cc(C(F)(F)F)ccc1=O)N1CCN(S(=O)(=O)c2ccccc2)CC1,116.4,4.4
Cc1ccc(-n2nc3cc(C)c(NC(=O)COc4ccccc4C)cc3n2)cc1,·,8.8
O=C(Nc1cccc2ccccc12)N1CCN(c2ccccc2)CC1,71.9,-7.8
COc1ccc(C(=O)NC2CCCCC2)cc1S(=O)(=O)N1CCCC1,116.8,3.4
Cc1ccc(NC(=O)/C(=C\c2ccc([N+](=O)[O-])o2)NC(=O)c2ccccc2I)cc1,·,-7.9

Two entries from above, with the structure last:
BAP1 inh	HePTP inhibitor	SMILES
89.1	·	Cc1sc(NC(=O)C(Cc2ccccc2)Cc2ccccc2)c(C#N)c1C
109.8	8.1	Fc1ccccc1N1CCN(C2CCN(Cc3c[nH]c4ccccc34)CC2)CC1

The listing continues:
canonical_smiles,BAP1 inh,HePTP inhibitor
CCOC(=O)N1CCN(S(=O)(=O)c2ccc(OC)c(Cl)c2Cl)CC1,138.0,-5.2
Clc1ccc(-c2noc(CN3CCCC3)n2)cc1,122.8,4.0
O=C1C(=C(O)c2ccccc2)C(=O)c2ccccc21,83.3,7.9
N#Cc1cccc(NC(=O)N2CCC(c3nc4c(nnn4Cc4cccc(Cl)c4)c(=O)[nH]3)CC2)c1,69.9,-2.2
CC(C)=CCCC(C)N(C=O)C(C)CCC=C(C)C (configuration not stated),98.4,-7.1&3.8
Cc1ccc(Cn2c(SCC(C)C)nc3c2c(=O)[nH]c(=O)n3C)cc1,75.9,-3.5
c1ccc(CN2CCN(CCCNc3ccc4nnc(-c5ccccc5)n4n3)CC2)cc1,106.6,7.7
COc1ccc(C(=O)/C=C/c2cccc(OC)c2)cc1,·,9.3
COc1ccc(Cl)cc1C(=O)Nc1cc(C(F)(F)F)cc(C(F)(F)F)c1,·,6.8
O=C(Cc1cccs1)Nc1ccc(S(=O)(=O)N2CCCCC2)cc1,·,16.4
COc1ccc(C2CC(c3ccc(Cl)cc3Cl)Nc3nc(N)nn32)cc1 (configuration not stated),86.6,19.3
COC(=O)c1cccnc1-n1c(=O)c2cccnc2n(Cc2ccc(Cl)cc2)c1=O,105.2,6.7
O=C(c1ccc(Cl)cc1)c1ccc(OCC(O)CN2CCOCC2)cc1 (configuration not stated),140.6,6.1
COc1cc(NC(=O)c2cccs2)c(Cl)cc1NC(=O)c1ccccc1,·,-7.8
COc1cccc(NC(=O)CN(c2ccc(Oc3ccccc3)cc2)S(C)(=O)=O)c1,·,-5.8
CCOC(=O)c1c(N)sc(C(=O)N2CCc3ccccc3C2)c1C,·,-10.5
CC(=O)Nc1ccc(-c2cn3ccccc3n2)cc1,·,4.9
CC(C)CC(=O)N1CCN(Cc2cccnc2)CC1,·,-18.6
O=C(CN1C(=O)/C(=C/c2ccccc2Cl)SC1=S)Nc1ccccc1C(=O)O,·,-3.2
CCOc1cc(C2NC(=O)N(C)C(C)=C2C(=O)OCCc2ccccc2)ccc1O (configuration not stated),·,-10.9
COc1cc(/C=N/N2C(=O)C3C4C=CC(CC4)C3C2=O)cc(I)c1OC (configuration not stated),·,-1.2
COc1ccc(OC(C)C(=O)Nc2ccccc2C(N)=O)cc1 (configuration not stated),·,6.4
CC(=O)NC(C1C(=O)CC(C)(C)CC1=O)(C(F)(F)F)C(F)(F)F,90.5,4.1
CC1CCc2sc(NC(=O)c3cc(Cl)ccc3[N+](=O)[O-])c(C(N)=O)c2C1 (configuration not stated),58.2,·
CC(=O)Oc1ccc2c(C(F)(F)F)cc(=O)oc2c1,·,7.8
CCCn1nc(NC(=O)c2cccs2)c2cc3cc(OC)ccc3nc21,·,5.8
Cc1[nH]nc(N2CCCCC2)c1[N+](=O)[O-],·,-3.0
Cc1csc2ncc(C(=O)NCc3ccccn3)c(=O)n12,73.4,-4.8
NC(=O)c1c(NC(=O)/C=C/c2ccccc2Cl)sc2c1CCCC2,·,4.9
O=C(CCc1nc2ccccc2[nH]1)NC1CCCCC1,94.6,-2.2
O=C1c2ccccc2-c2c1cccc2C(=O)N1CCN(C(=O)c2ccco2)CC1,·,9.5
Cc1cc(Cl)c(OCCCn2cncn2)c(Br)c1,55.4,-1.0
O=S(=O)(Nc1ccc(Cl)c(C(F)(F)F)c1)c1cnc[nH]1,101.2,-5.3
O=C(Nc1cccc2ncccc12)c1cccnc1,127.2,-1.8
O=C(Nc1ccccc1-c1nc2ccccc2[nH]1)c1ccc([N+](=O)[O-])cc1,·,3.3
COc1ccccc1C(=O)Nc1ccc(C(=O)OC2CCCCC2)cc1,·,0.0
CC(C)C(=O)Nc1ccc(Cl)cc1C(=O)O,·,4.9
COc1ccc(-n2c(Cc3cc(=O)[nH]c(=O)[nH]3)nnc2SCC(=O)NC2CCCC2)cc1,99.8,3.2
O/N=C(\COc1ccccc1O)c1ccccc1,119.1,0.1
CNC(=O)c1ncnnc1N(C)C(=O)NCc1ccccc1,87.5,-3.1
Cn1c(=O)[nH]c(=O)c2c1nc(Br)n2CCCCSc1nc2ccccc2o1,104.0,-11.0
O=C(Nc1ccccc1C(=O)NCc1ccc(Cl)cc1)c1ccco1,79.1,-0.7
CCCOc1cccc(-c2nc3cc(OC)c(OC)cc3c(=O)o2)c1,·,-9.2
CCN(CC)C(=S)Sc1nc(Nc2cccc(C)c2)nc(Nc2cccc(C)c2)n1,·,-0.6
Cc1cc(C(=O)OCn2nnc3ccccc3c2=O)c(C)o1,·,-4.8
Cn1c(=O)n(C)c2cc(S(=O)(=O)NCCc3ccccc3)ccc21,95.6,6.6
Cc1ccccc1NCc1nc2ccccc2n1Cc1ccccc1,·,-1.9
Cc1cc2c(cc1C)NC(CC(=O)Nc1ccc(Br)cc1)C(=O)N2 (configuration not stated),·,5.9
O=C(NCc1ccco1)c1cc2n(n1)C(C(F)(F)F)CC(c1ccc(F)cc1)N2 (configuration not stated),90.0,-4.2
O=C(CSc1nc(-c2ccco2)cc(C(F)(F)F)n1)NC1CCCC1,84.8,-1.3
C/C(=N\Nc1nc(C(C)(C)C)cs1)c1ccc(O)cc1,·,-14.0
O=C(NC1CCCC1)C1CCCN(S(=O)(=O)c2cccc3cccnc23)C1 (configuration not stated),99.6,6.3
O=C(OCC(=O)N1CCCCC1)c1cc2ccccc2cc1O,101.5,0.0
CCCCCCOC(=O)C1=C(C)NC(=O)NC1c1ccc(O)cc1 (configuration not stated),94.8&118.6,9.4
Cc1ccc(Cn2c(=O)c3c(nc4n3CCN4Cc3ccco3)n(C)c2=O)cc1,89.0,1.5
CCOC(=O)CC(=O)Nc1nc2ccccc2s1,86.1,1.9
CCCCCC(NC(C)=O)C(=O)NC(=O)NCc1ccccc1 (configuration not stated),·,-5.9
O=C(CSc1nc2ncc(Br)cc2[nH]1)Nc1ccc2c(c1)OCO2,95.6,4.7
CCOC(=O)c1c(NC(=O)c2cccc(N3C(=O)CCC3=O)c2)sc2c1CCC2,119.3,·
Cn1c(SCC(=O)N2CCCc3ccccc32)nnc1-c1c[nH]c2ccccc12,104.4,·
CCN(CC)c1ccc(NC(=O)CCCCCN2C(=O)c3ccccc3C2=O)cc1,103.1,6.0
CCOC(=O)Cc1csc(NC(=O)c2ccc(F)cc2)n1,53.0,·
Cc1cccc(OCC(=O)Nc2ccc(Cl)c(C(F)(F)F)c2)c1,·,4.2

Fetched one by one from above (4):
canonical_smiles,BAP1 inh,HePTP inhibitor
Cn1c(SCC(=O)N2CCCc3ccccc32)nnc1-c1c[nH]c2ccccc12,104.4,·
O=C(Nc1cccc2ccccc12)N1CCN(c2ccccc2)CC1,71.9,-7.8
CCN(CC)S(=O)(=O)c1ccc(NS(=O)(=O)c2cccc(C)c2)cc1,103.7,6.0
CCCCCCOC(=O)C1=C(C)NC(=O)NC1c1ccc(O)cc1 (configuration not stated),94.8&118.6,9.4

Screening data as filed in PubChem BioAssay.
